C-LANA FP: blocks KSHV LANA C-terminal domain binding to DNA | MBP-C-LANA/FAM-LBS DNA binding, fluorescence polarization | inhibition, % at 9 µM | 340,000 tested, 0.078% active | AID 504423;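 active means highest replicate inhibition at or above 60% at 9 µM, even if other replicates fall short; inactive means all replicates below 60% inhibition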;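 further: 0% = neutral control wells and 100% = 4 µM acridine orange control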
V-ATPase pH: yeast V-ATPase proton transport regulation by pHLuorin; AID 504577; response, % at 10 µM; 350,000 tested, 0.37% active; S. cerevisiae, pHLuorin cytosolic pH fluorescence; in the data active means response mostly above about 7.3%, no sharp cut-off; inactive means mostly below about 5.4%; further: actives read high; inactives centre near 0; some compounds called inactive have numbers as strong as hits; reference of the scale not given here
Arr AP2 block: blocks beta-arrestin peptide binding to AP2 adaptin. FITC-arrestin peptide / GST-AP2 beads, flow cytometry; AP2 beta2 appendage carries R879A mutation. 340,000 tested, 0.31% active. inhibition, % at 10 µM. AID 504490;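 active means inhibition above a set limit, near 3 SD of compounds lacking own fluorescence, cut at about 54% in these data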;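 further: plate controls were DMSO wells for no effect and 5 µM unlabelled arrestin peptide for full effect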
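System: GST-tagged AP2 beta2-adaptin appendage (R879A) on 4 µm glutathione beads / Reagent: FITC-arrestin peptide, 50 nM / Detection: HyperCyt-sampled flow cytometry, FL1 channel, ex 488/em 535 nm / Timing: 12 min plus 1 h, RT / Buffer or medium: PBS plus Tween 20 (0.05%) and BSA (0.1%)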
RTF Ca sens inh: cardiac RTF calcium desensitization | P19429+P45379 | IANBD-labeled cardiac RTF, Ca2+ fluorescence | inhibition, % at 7.15 µM | 340,000 tested, 0.12% active | AID 493244;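 active means inhibition above the mean inhibition of all tested compounds plus 3 SD, cut at about 17% in these data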;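 further: assay run at fixed EC70 calcium of 1.6 mM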
CAL PDZ FP-1: CAL PDZ (human) peptide binding inhibition. purified CAL PDZ, TMR-peptide fluorescence polarization, 1 h. inhibition, % at 24.9 µM. 300,000 tested, 0.92% active. AID 602252;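 active means mean inhibition of at least 30% with at least half of replicates also reaching 30%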;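 further: 0% = DMSO neutral control and 100% = excess unlabeled competitor peptide PRC23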
CAL PDZ FP-2: human CAL PDZ-peptide interaction inhibition; Q9HD26; purified CAL PDZ, TMR-peptide fluorescence polarization, 1 h; inhibition, % at 20 µM; 330,000 tested, 0.02% active; AID 504414;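 active means highest replicate inhibition of at least 40%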;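 further: plate controls were DMSO neutral control wells for no effect and unlabeled competitor peptide control wells for full effect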
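Assay system – tagged CAL PDZ protein CerCALP, purified · Timing – 1 h at RT · Compound – single point, 20 µM · Measured by – fluorescence polarization from S- and P-plane intensities, G-factor corrected · Evaluation – inhibition from polarization loss · Probe or stimulus – TMR reporter peptide T*-PRC34 · Buffer or medium – pH 7.4 phosphate-saline buffer, reducing agent, detergent, IgG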
Pemphigus Ab inh: human desmoglein-3 autoantibody binding inhibition | AID 588358 | P32926 | binding (percent of control), % at 10 µM | DSG3-coupled beads, scFv-anti-DSG3-GFP binding, flow cytometry; active compounds read low | 310,000 tested, 0.48% active;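 active means binding more than 3 SD below its plate's average and above zero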;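 further: hits lower antibody fragment binding to DSG3; some compounds called inactive have numbers as strong as hits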
DAGLB inhibitor: blocks human DAGLB lipase activity; Q8NCG7; HEK293T DAGLB membrane lysate, EnzChek fluorogenic substrate; inhibition, % at 5.17 µM; 340,000 tested, 0.059% active; AID 504411; in the data active means inhibition above about 34%;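 further: 0% = enzyme with vehicle and 100% = wells lacking enzyme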
Keap1 Nrf2 FP: disrupts human Keap1 binding to Nrf2 peptide; Q14145; Keap1 Kelch-Nrf2 peptide fluorescence polarization, 1536-well; inhibition, % at 9.4 µM; 340,000 tested, 0.15% active; AID 504523; in the data active means inhibition above about 12%;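 further: human Keap1 Kelch domain with fluorescein labeled Nrf2 9mer peptide probe; 0% = neutral control wells and 100% = peptide positive control; higher means more block of Keap1 binding to Nrf2 peptide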
Target sequence (Q14145 whole entry, looked up, the tested form may be a part): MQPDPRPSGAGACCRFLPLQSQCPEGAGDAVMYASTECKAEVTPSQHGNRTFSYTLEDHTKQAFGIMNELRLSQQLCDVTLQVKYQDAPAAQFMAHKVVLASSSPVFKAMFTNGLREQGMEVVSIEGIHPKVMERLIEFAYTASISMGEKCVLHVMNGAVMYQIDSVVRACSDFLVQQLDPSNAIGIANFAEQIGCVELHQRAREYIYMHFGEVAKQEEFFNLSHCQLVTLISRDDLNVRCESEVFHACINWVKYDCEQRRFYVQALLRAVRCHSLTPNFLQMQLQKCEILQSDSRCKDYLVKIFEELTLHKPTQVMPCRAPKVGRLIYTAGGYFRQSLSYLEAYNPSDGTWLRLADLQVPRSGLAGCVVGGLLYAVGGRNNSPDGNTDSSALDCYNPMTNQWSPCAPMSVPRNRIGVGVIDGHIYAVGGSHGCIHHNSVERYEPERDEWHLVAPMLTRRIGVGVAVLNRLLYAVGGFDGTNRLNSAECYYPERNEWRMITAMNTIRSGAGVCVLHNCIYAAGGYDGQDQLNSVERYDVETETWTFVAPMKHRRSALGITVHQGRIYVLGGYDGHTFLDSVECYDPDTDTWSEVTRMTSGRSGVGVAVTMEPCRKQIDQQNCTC
NSD2 HMT inh: NSD2 (human) methyltransferase inhibition. AID 743445. 310,000 tested, 0.54% active. inhibition, % at 12.5 µM. NSD2 peptide methylation, AlphaScreen, 120 min. O96028; in the data active means inhibition above about 50%
The depositor's hits bear a star; / = no result given.

SMILES	C-LANA FP	V-ATPase pH	Arr AP2 block	RTF Ca sens inh	CAL PDZ FP-1	CAL PDZ FP-2	Pemphigus Ab inh	DAGLB inhibitor	Keap1 Nrf2 FP	NSD2 HMT inh
COc1cccc(-c2ncc3ccccc3c2COC(=O)N2CCOCC2)c1	-1.7	0	0	0	0	-0.1	106	1	0	/
C(=C\c1ccc2ccccc2n1)/c1ccccc1	-1.9	1	-15	2	-6	-2.0	121	-9	0	1
Cc1ccc(S(=O)(=O)N/N=C\c2ccc3c(c2)OCO3)c(C)c1	-0.4	-3	6	-8	-4	-1.3	/	-2	2	2
CCN(CC)CCNC(=O)CCc1c(C)nc2c(c(C)nn2-c2ccc(C)c(C)c2)c1C	0.1	0	-9	-10	-8	-2.1	95	-1	-4	11
NNC(=O)c1nnn(-c2nonc2N)c1CN1CCCC1	2.4	0	-3	0	/	-0.3	114	2	-3	0
COc1ccc2c(c1)c([C@@H]1[C@H](C)[C@H]3CCCC[C@H]3CN1S(=O)(=O)c1ccc(C)cc1)cn2C	2.2	-2	6	-9	1	0.8	104	-5	-4	/
CCOC(=O)c1ccccc1NC(=O)CC(C)CC(=O)O (centres undefined)	1.0	1	13	-5	-2	-0.3	89	2	0	0
C/C(=N/NC(=O)CCC(=O)Nc1ccc(Br)cc1)c1ccc(Br)cc1	-0.7	2	3	-12	3	-1.1	86	0	1	-1
c1coc(-c2cc(C3CCNCC3)[nH]n2)c1	-0.4	3	10	-10	0	-1.6	100	-2	-1	0
CC(C)CN(C)C(=O)CCc1nnc(Cc2ccc(-c3ccccc3)cc2)o1	1.9	1	-12	-3	-6	-2.9	95	-1	5	-1
CCCCCCCCCC1(CC(=O)OCC)SCCN1C(N)=O (centres undefined)	/	-2	/	/	/	/	104	-6	/	0
O=C(CCCc1cccs1)Nc1nc2c(s1)CCCC2	0.4	0	-2	1	0	-3.8	/	-3	-7	-1
CC(C)(C)C1=CC(O)(c2ccccc2)C=C(C(C)(C)C)C1=O	0.4	2	-1	-9	0	0.1	96	-10	-2	4
CCOC(=O)/C=C(/C)N1N=C(c2ccc(OC)cc2)CC1c1cccc([N+](=O)[O-])c1 (centres undefined)	-0.5	-1	10	5	-2	0.4	99	1	-4	-3
CCOCCCNC(=O)c1cn(CC)c2ccc(S(=O)(=O)N(C)C3CCCCC3)cc2c1=O	1.2	1	-15	1	3	-1.6	100	-5	5	0
COc1ccccc1NC(=O)c1c(C)oc2c1CCCC2	-0.4	0	-13	2	-4	-0.5	101	-10	-7	2
CS(=O)(=O)c1ccc(C2=C(c3ccccc3)C(=O)OC2)cc1	0.3	2	-4	0	-4	-0.4	/	1	2	/
Cc1nnc(SC(C)C(=O)N2CCc3ccccc32)s1 (centres undefined)	0.4	0	9	-5	-2	-1.1	109	1	0	1
CC(C)CN(C(=O)CN(C)S(=O)(=O)c1ccc(Cl)cc1)C1CCS(=O)(=O)C1 (centres undefined)	2.5	4	-7	-2	-4	-1.7	110	0	-6	2
COc1cc2nc(C3CCC3)n(NC(=O)c3ccco3)c(=O)c2cc1OC	/	-4	0	3	-5	-3.2	109	-1	/	0
COc1ccc(NC(=O)COC(=O)C2CC2)cc1S(=O)(=O)N1CCCCC1	-0.8	-1	-1	4	0	-1.1	103	-5	1	2
O=C(CCN1C(=O)[C@H]2CC=CC[C@H]2C1=O)NCc1nc(-c2ccccc2)no1	3.6	2	-1	-7	2	-0.3	102	1	-2	0
CCN(CC)C(=O)C1CCCN(c2ccc([N+](=O)[O-])cc2[N+](=O)[O-])C1 (centres undefined)	-0.7	4	13	-7	6	0.0	100	1	-6	2
O=C(c1ccccc1SCc1ccccc1)N1CCOCC1	-0.5	6	12	-11	0	-0.4	/	-1	-2	-3
CC1CCCN(C(=S)SCC(=O)O)C1 (centres undefined)	-0.9	-2	16	-8	-5	-1.8	102	-2	-2	-1
Cc1ccc(Cl)c(OCC(=O)Nc2ccccc2C(=O)NC2CC2)c1	1.0	7	6	-3	10	-2.7	/	-6	-6	7
OCCN1CCN(CC(O)COCCOc2ccc(Br)cc2)CC1 (centres undefined)	-0.9	3	-3	-3	-3	-0.3	106	0	-3	-1
CCN1CCN(C(=O)c2cc(=O)c3cc(C)ccc3o2)CC1	-1.1	3	5	10	44*	-0.8	106	0	1	3
O=C(Nc1nc2ccc(F)cc2s1)C1CCN(S(=O)(=O)c2cc([N+](=O)[O-])ccc2Cl)CC1	0.0	0	-2	0	-3	-0.7	90	6	-6	0
CCCCCCC(=O)N1CCN(c2cc3c(cc2F)c(=O)c(C(=O)O)cn3CC)CC1	1.4	/	-15	-2	0	0.3	97	-1	2	-3
Nc1nc(SCC(=O)Nc2ccccc2)[nH]c(=O)c1-c1ccccc1	0.2	-8	-8	1	-1	-0.8	99	0	-3	-1
O=C(Nc1cccc2ccccc12)c1ccccc1Cl	-1.2	1	-2	-3	-3	-0.8	102	-1	-1	-1
CCCCC1CCC(C(=O)N(CCOC)c2c(N)n(CCCC)c(=O)[nH]c2=O)CC1 (centres undefined)	-1.6	-2	-7	1	/	0.1	98	4	0	-1
Cc1ccc(S(=O)(=O)N2CCN(C(=O)c3cccs3)CC2)cc1	0.7	0	12	-2	-4	-0.6	100	-3	-6	8
Cc1nn(-c2ccccc2)c2sc(C(=O)OCc3nnc(-c4ccccc4)o3)cc12	1.4	4	18	-9	-1	-0.9	101	-1	-1	-13
O=C1c2cccc([N+](=O)[O-])c2C(=O)N1c1c[nH]c(=O)[nH]c1=O	-2.9	-1	0	-7	6	0.1	106	2	-5	-2
O=C(COC(=O)Cc1ccsc1)Nc1ccc(Cl)c(S(=O)(=O)N2CCOCC2)c1	-0.7	-2	-2	-5	-13	-2.6	83	-1	-5	-2
CC(NC(=O)c1ccc(Br)o1)c1ccc(-n2ccnc2)cc1 (centres undefined)	1.0	1	11	-8	35*	-0.6	98	-2	0	0
O=C(COC(=O)c1cccnc1)Nc1cccc2ccccc12	0.0	-7	4	-2	2	-1.4	115	-2	5	-6
O=C(Nc1cccc(C2=NCCN2)c1)Nc1cccc(C2=NCCN2)c1	-0.7	1	-1	-1	-1	-6.6	109	2	-4	/
CC1(OC(=O)CCc2ccccc2)C(=O)C=C2C=C(c3ccc(C#N)cc3)N(c3ccccc3)C=C2C1=O (centres undefined)	0.1	7	19	3	9	-0.1	92	6	1	/
COc1ccc(Cc2[nH]n3c(=O)cc(C)nc3c2-c2ccccc2)cc1	2.3	0	0	5	-1	-0.3	93	0	-1	-1
O=S(=O)(NCc1cccnc1)c1ccc(Cl)s1	/	-6	12	-9	0	/	/	-3	0	-1
CC1Nc2ccc(C(=O)NC3CCCCC3)cc2NC1=O (centres undefined)	1.6	3	6	-37	0	-1.9	127	-4	-7	-2
Clc1ccc(Cn2cccn2)cn1	0.7	3	-10	-14	0	-0.6	112	0	-5	0
CCN(CC)P(=O)(Nc1cccc(C(F)(F)F)c1)c1ccc(N(C)C)cc1NC(=O)c1ccco1 (centres undefined)	-3.1	6	-32	-1	1	-5.7	88	-1	-9	1
CCOC(=O)c1cc(NC(=O)c2ccc(OC)cc2)c(=O)oc1-c1ccccc1	-1.0	0	15	-2	-3	-0.4	100	-6	1	-4
CSc1ccc(/C=N/NC(=O)c2ccc(-n3cnnn3)cc2)cc1	-0.1	0	2	-2	-2	0.1	101	4	2	0
O=C(COC(=O)/C=C/c1cccc(F)c1)Nc1cccc(S(=O)(=O)NC2=NCCCCC2)c1	0.1	-1	21	-3	/	-2.4	/	1	-1	-4
CCc1ccccc1NC(=S)N=Nc1c(O)n(C)c2ccc(S(=O)(=O)N3CCOCC3)cc12	0.3	2	0	5	-1	-0.5	/	0	-4	0
The listing continues:
SMILES	C-LANA FP	V-ATPase pH	Arr AP2 block	RTF Ca sens inh	CAL PDZ FP-1	CAL PDZ FP-2	Pemphigus Ab inh	DAGLB inhibitor	Keap1 Nrf2 FP	NSD2 HMT inh
Cn1cnnc1SCC(=O)Nc1ccccc1F	0.7	0	12	-8	0	-1.5	101	0	-1	-11
CCCCC[C@H]1CN(Cc2ccc(OC)cc2)C(=O)[C@@H]1CC(=O)NCc1ccccc1	-1.0	2	5	3	0	-1.2	101	-2	0	/
Cc1[nH]n(-c2ccc([N+](=O)[O-])cc2)c(=O)c1C=NCCN1CCN(C(=O)c2ccccc2)CC1	-2.2	1	-5	-14	-5	-0.8	/	0	3	0
CCCCn1c(N)c(N(CCC(C)C)C(=O)c2cccc(N3C(=O)c4ccccc4C3=O)c2)c(=O)[nH]c1=O	1.5	0	-4	-1	-4	-1.1	113	1	-4	0
CC1CN(C(=S)c2cccc([N+](=O)[O-])c2)CC(C)O1 (centres undefined)	-0.1	4	21	-2	-3	-2.7	98	0	-2	0

In a second layout: 11 of the compounds above.
Fields: C-LANA FP | V-ATPase pH | Arr AP2 block | RTF Ca sens inh | CAL PDZ FP-1 | CAL PDZ FP-2 | Pemphigus Ab inh | DAGLB inhibitor | Keap1 Nrf2 FP | NSD2 HMT inh
> O=S(=O)(NCc1cccnc1)c1ccc(Cl)s1
→ / | -6 | 12 | -9 | 0 | / | / | -3 | 0 | -1
> CC1Nc2ccc(C(=O)NC3CCCCC3)cc2NC1=O (centres undefined)
→ 1.6 | 3 | 6 | -37 | 0 | -1.9 | 127 | -4 | -7 | -2
> Clc1ccc(Cn2cccn2)cn1
→ 0.7 | 3 | -10 | -14 | 0 | -0.6 | 112 | 0 | -5 | 0
> CCN(CC)P(=O)(Nc1cccc(C(F)(F)F)c1)c1ccc(N(C)C)cc1NC(=O)c1ccco1 (centres undefined)
→ -3.1 | 6 | -32 | -1 | 1 | -5.7 | 88 | -1 | -9 | 1
> CCOC(=O)c1cc(NC(=O)c2ccc(OC)cc2)c(=O)oc1-c1ccccc1
→ -1.0 | 0 | 15 | -2 | -3 | -0.4 | 100 | -6 | 1 | -4
> CSc1ccc(/C=N/NC(=O)c2ccc(-n3cnnn3)cc2)cc1
→ -0.1 | 0 | 2 | -2 | -2 | 0.1 | 101 | 4 | 2 | 0
> O=C(COC(=O)/C=C/c1cccc(F)c1)Nc1cccc(S(=O)(=O)NC2=NCCCCC2)c1
→ 0.1 | -1 | 21 | -3 | / | -2.4 | / | 1 | -1 | -4
> CCc1ccccc1NC(=S)N=Nc1c(O)n(C)c2ccc(S(=O)(=O)N3CCOCC3)cc12
→ 0.3 | 2 | 0 | 5 | -1 | -0.5 | / | 0 | -4 | 0
> Cn1cnnc1SCC(=O)Nc1ccccc1F
→ 0.7 | 0 | 12 | -8 | 0 | -1.5 | 101 | 0 | -1 | -11
> CCCCC[C@H]1CN(Cc2ccc(OC)cc2)C(=O)[C@@H]1CC(=O)NCc1ccccc1
→ -1.0 | 2 | 5 | 3 | 0 | -1.2 | 101 | -2 | 0 | /
> Cc1[nH]n(-c2ccc([N+](=O)[O-])cc2)c(=O)c1C=NCCN1CCN(C(=O)c2ccccc2)CC1
→ -2.2 | 1 | -5 | -14 | -5 | -0.8 | / | 0 | 3 | 0

Screening results from PubChem.

Only part of the results is shown; count on the stated rates, not on these rows.
